# Bioassay records as filed in PubChem.
# XIAP displacement: small molecules displacing peptide from XIAP – biochemical, IAP family, fluorescence polarization (AID 1018). displacement, % at 20 µM, or IC50 in µM where a hit was titrated. 200,000 tested, 0.007% active. XIAP BIR domain, fluorescence polarization peptide displacement; higher % means a stronger effect; in the data active means displacement above about 50%; further: a part of the inactive calls stands beside numbers as strong as those of hits
# Yfh1-depleted yeast: enhancers of respiration in Yfh1-depleted yeast, dose response, Friedreich's ataxia, plus single-dose screen (AID 1465); 220,000 tested, 0.074% active; fold induction at 50 µM; hits with a dose series show EC50 in µM; S. cerevisiae Yfh1-off respiration, WST-1 reduction, 72 h; higher fold induction means a stronger effect;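 active means fold induction of absorbance versus untreated yeast above a set limit, then at least 30% activation at any dose in follow-up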;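 further: activators that raise dye reduction in frataxin-depleted yeast; strong numbers were not always called active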
# M1AAP inhibition: malaria alanyl aminopeptidase activity blockers – biochemical, fluorogenic H-Leu-NHMec substrate, 1536-well (AID 1445). recombinant M1AAP, H-Leu-NHMec fluorogenic kinetic assay; higher % means a stronger effect. inhibition, % at 30 µM; hits with a dose series show IC50 in µM. 220,000 tested, 0.42% active;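 active means primary inhibition above the hit cutoff, then over 50% inhibition at one or more dose response concentrations, cut at about 23% in these data, passing the limit was not always enough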;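 further: plate controls were DMSO full reaction for no effect and no enzyme background for full effect; strong numbers were not always called active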
# PhoP inhibition: inhibitors of PhoP regulon expression, primary screen, Salmonella Typhimurium, GFP reporter (AID 1863); S. Typhimurium PhoP-regulated promoter GFP reporter, 4 h; higher % means a stronger effect; inhibition, % at 50 µM; hits with a dose series show IC50 in µM; 300,000 tested, 0.16% active;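 active means inhibition over 29.93%, a cutoff 3 SD above the screen mean, later confirmed by dose response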;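 further: 0% = low Mg2+ inducing control and 100% = high Mg2+ repressing control; strong numbers were not always called active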
# P. falciparum M17LAP: P. falciparum M17LAP inhibitors, primary screen, biochemical, fluorogenic H-Leu-NHMec substrate, 1536-well (AID 1619); recombinant M17LAP, H-Leu-NHMec fluorogenic kinetic assay; higher % means a stronger effect; inhibition, % at 30 µM; hits with a dose series show IC50 in µM; 220,000 tested, 0.38% active;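 active means compound inhibiting the enzyme by more than half at any dose during confirmatory dose-response retesting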;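 further: plate controls were full reaction with DMSO carrier for no effect and no enzyme background for full effect; strong numbers were not always called active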
# SIAH1 antagonists: Siah-1 peptide-binding antagonists, primary screen, biochemical, fluorescence polarization, rhodamine-plectin, uHTS (AID 1817) | displacement, % at 20 µM; hits with a dose series show IC50 in µM | 290,000 tested, 0.02% active | Siah-1 / rhodamine-plectin peptide fluorescence polarization; higher % means a stronger effect;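 active means displacement of at least 50% at 20 µM, with a fluorescence ratio check between 0.3 and a set limit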;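 further: plate controls were Siah plus tracer with DMSO for no effect and tracer alone without Siah for full effect; strong numbers were not always called active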
# West Nile antiviral: inhibition of WNV-induced cytopathic effect – cell-based, CPE readout (AID 1621). West Nile virus-infected cells, CPE inhibition; higher % means a stronger effect. CPE inhibition, % at 10 µM, or IC50 in µM where a hit was titrated. 290,000 tested, 0.02% active; in the data active means a potency from the dose series; further: strong numbers were not always called active
# CSM14.1 death rescue: protection against thapsigargin-triggered cell killing – 384-well, CSM14.1, ATP luminescence, primary screen (AID 1222); CSM14.1 thapsigargin-induced death rescue, ATP luminescence; higher % means a stronger effect; one-dose cellular ATP content (survival), % at 20 µM; EC50 in µM for titrated hits; 190,000 tested, under 10 active;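 active means EC50 below 50 µM in the dose-response confirmation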;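 further: death triggered by thapsigargin at about 15 µM added after 2 h compound pretreatment; cell ATP read after overnight thapsigargin exposure of roughly 18 to 22 hours; normalized against plate controls of thapsigargin alone and 5% DMSO vehicle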
# human PMI inhibitors: MPI inhibition at elevated mannose 6-phosphate – biochemical, fluorescence intensity, high mannose 6-phosphate, primary screen (AID 1220); 190,000 tested, 0.66% active; one-dose inhibition, % at 20 µM; IC50 in µM for titrated hits; recombinant PMI enzyme, coupled fluorescence intensity; higher % means a stronger effect; in the data active means inhibition above about 50%
# Active calls of the source: *; i = inactive; nt = no result given.
molecule | XIAP displacement | Yfh1-depleted yeast | M1AAP inhibition | PhoP inhibition | P. falciparum M17LAP | SIAH1 antagonists | West Nile antiviral | CSM14.1 death rescue | human PMI inhibitors
O=C(Cn1c(=O)sc2ccccc21)NCCOc1ccccc1F | -4.6% | i | 2% | 3% | -2% | 12% | -0.5% | 0.3% | 4%
C=CCn1c(-c2cccc(OC)c2OC)n[nH]c1=S | -6.1% | i | -5% | 5% | -4% | 3% | -0.4% | -0.8% | 1%
O=C(CSc1nnc(-c2ccncc2)o1)c1cccc([N+](=O)[O-])c1 | -4.4% | i | 3% | 6% | -1% | 4% | -0.8% | 0.9% | 11%
O=C(COC(=O)CNC(=O)c1ccccc1F)Nc1ccc2c(c1)OCCO2 | -1.7% | i | 9% | -7% | 6% | 0% | -0.1% | 0.5% | 4%
CC1=NN(c2cccc(C(=O)O)c2)C(=O)/C1=C\C=C\c1ccco1 | -2.2% | nt | 13% | -1% | 51% | 30% | nt | -0.1% | -24%
COc1ccc2[nH]cc(S(=O)(=O)c3ccc(F)cc3)c(=O)c2c1 | -1.8% | i | 2% | 11% | 3% | 0% | -0.2% | 0.5% | 46%
O=C(O)CCN1C(=O)CC2(CCCCC2)C1=O | 2.0% | i | -3% | -4% | -3% | 1% | 0.0% | 1.9% | 1%
O=C(Nc1ccc(N2C(=O)C3C4C=CC(C4)C3C2=O)cc1)Nc1nncs1 (stereo unspecified) | -4.1% | i | nt | nt | nt | 4% | -0.1% | -2.2% | 2%
COC(=O)c1ccc(COc2cccc3c2CCN(Cc2cccc(C)c2)C3=O)o1 | -2.0% | nt | 0% | -6% | -9% | 3% | nt | 3.4% | -2%
CCN1CCN(c2ccc(NC(=O)COc3ccccc3Cl)cc2)CC1 | -1.3% | i | 8% | 11% | 9% | -1% | -1.1% | -2.1% | -1%
CCCc1cc(=O)[nH]c(Nc2ccc(O)cc2)n1 | -1.4% | i | 13% | -1% | 4% | -3% | 1.0% | 3.6% | 11%
O=C(ONC1=NCCCCC1)c1ccc(Cl)cc1 | -3.4% | i | 2% | -14% | -2% | 4% | 0.4% | 4.0% | -10%
CCOC(=O)CSc1ccc2nnc(-c3ccncc3)n2n1 | -4.8% | i | 10% | -11% | -10% | 6% | -0.3% | 3.0% | -1%
Nc1cc(Cl)ccc1C(=O)OCC(=O)NC1CCCCC1 | -10% | i | 9% | -6% | 2% | -5% | -0.3% | 0.2% | -3%
CCOCCc1nnc(NC(=O)C(CC)c2ccccc2)s1 (stereo unspecified) | -4.2% | i | -5% | 3% | 6% | 5% | -0.1% | -1.4% | 0%
CC1(C)C2CCC(C2)C1(C)NC(=O)C[N+](C)(C)C (stereo unspecified) | nt | i | 3% | -11% | 13% | 3% | 0.2% | nt | nt
COc1cc(C2C(C#N)=C(N)OC3=C2C(=O)CC(C)(C)C3)c([N+](=O)[O-])cc1OC (stereo unspecified) | -2.0% | nt | 15% | -24% | -27% | 2% | nt | -1.2% | 50%
O=C1CC(N2CCC(c3nc4ccccc4[nH]3)CC2)C(=O)N1c1ccccc1F (stereo unspecified) | 0.4% | i | 7% | -10% | -2% | 4% | 0.3% | -1.2% | -7%
CC(=O)c1cccc(NC(=O)NC(C)c2ccncc2)c1 (stereo unspecified) | -10% | i | 7% | 21% | 12% | -2% | -0.2% | 2.1% | -4%
COc1cc(C2C(C#N)=C(N)OC3=C2C(=O)CCC3)ccc1OC(=O)N1CCOCC1 (stereo unspecified) | -3.2% | i | 1% | 11% | -4% | 4% | 0.7% | -3.1% | 5%
COc1ccccc1CCNC(=O)/C(=C/c1cccnc1)NC(=O)c1ccccc1 | -3.1% | i | 8% | 9% | 10% | -1% | -1.6% | 2.7% | 2%
Cc1cccc(NC(=S)NC2CC3CCCC(C2)N3CC(C)C)c1C (stereo unspecified) | -1.3% | i | 3% | -7% | -2% | 13% | -0.3% | -4.0% | 1%
Cc1cc(C(=O)Nc2sc(C)c(C)c2C#N)no1 | -3.6% | i | 7% | 9% | 12% | -3% | -0.2% | nt | 5%
Cc1cc(C)nc(SCc2nnc(SCC(=O)Nc3ccc(C)c(C)c3)o2)n1 | -0.6% | i | -2% | -2% | 2% | -2% | 0.0% | 2.8% | -9%
Cn1cc(CC(=O)NCCN2CCOCC2)c2ccccc21 | -2.6% | i | 2% | 4% | 3% | 1% | 0.1% | -0.2% | 6%
C/C(CCC(C)C)=N\NC(=S)Nc1cc(S(=O)(=O)N2CCOCC2)ccc1N1CCOCC1 | -3.0% | i | 6% | 0% | 2% | -6% | 0.9% | 6.5% | -32%
Cc1nonc1C(=O)N/N=C/c1ccc([N+](=O)[O-])o1 | -2.8% | i | 7% | 0% | 8% | 3% | -1.3% | 1.2% | 22%
C=C1CCN([C@@H](C)C(=O)OCc2cccc(C)c2)S(=O)(=O)c2ccccc21 | nt | i | 9% | 6% | 5% | 13% | -0.4% | nt | nt
CCCCNc1nc(-c2ccccc2)c(C(=O)OCC)cc1C#N | -3.7% | i | 7% | -7% | -2% | -2% | 0.2% | 1.9% | 11%
O=C1NCC(O)=C1C=NCCO | 0.1% | i | 2% | 24% | 4% | 0% | 0.7% | -3.6% | 10%
COc1ccc(NC(=O)Nc2cccs2)cc1Cl | -13% | i | -3% | 1% | 4% | -6% | -1.0% | -0.3% | 22%
CCOC(=O)N1CCN(C(=O)CSc2nnc(-c3ccc(Cl)s3)o2)CC1 | -6.0% | i | nt | nt | nt | -2% | -0.3% | -0.6% | 0%
CCOC(=O)c1sc(NC(=O)c2ccc(S(=O)(=O)N3CCOCC3)cc2)cc1C | -7.9% | i | 7% | -8% | 0% | 2% | 0.0% | -1.5% | 3%
CC(C)CCOc1ccc(C(=O)NCCC(=O)N2CCOCC2)cc1 | -4.5% | i | 7% | -4% | -5% | 1% | -0.1% | nt | -3%
Oc1nc(-c2ccc(Br)cc2)n2ccncc12 | -9.5% | i | 18% | -6% | 8% | -4% | 0.5% | -0.7% | -68%
O=C(CSCCc1ccccn1)Nc1ccccn1 | -1.0% | i | -4% | -9% | 11% | -4% | 0.2% | -1.3% | -16%
CCCN(C(=O)CN1C(=O)NC2(CCCCCC2)C1=O)C1CCS(=O)(=O)C1 (stereo unspecified) | -0.1% | i | 2% | 0% | 4% | -3% | -0.1% | -1.8% | -6%
N/C(Cc1ccc(Cl)c(Cl)c1)=N\OC(=O)c1ccc(Br)o1 | nt | i | -1% | -5% | -3% | 16% | 0.4% | nt | nt
C=CCn1c(SC(C)CC)nc(O)cc1=O (stereo unspecified) | -6.1% | i | 0% | -3% | 11% | -1% | -0.3% | -0.5% | -7%
O=C(NCCC1=CCCCC1)C1CC(=O)N(C2CCCCCC2)C1 (stereo unspecified) | -2.7% | i | 4% | -7% | 23% | 0% | 0.2% | -3.8% | 11%
COc1ccc(C(=O)NNC(=O)c2ccc(S(=O)(=O)N3CC(C)OC(C)C3)cc2)cc1 (stereo unspecified) | -9.5% | i | -1% | -7% | -3% | 0% | 0.6% | -13% | -5%
COc1ccc(C)cc1-n1cnnn1 | nt | i | 9% | -6% | 0% | -3% | 0.5% | nt | nt
Cc1ccc(CC(=O)NCC(c2ccco2)N(C)C)cc1C (stereo unspecified) | -9.2% | i | 2% | -1% | 3% | 1% | 0.2% | 0.3% | -2%
Cc1cc(NC(=O)Cn2nc(C)c([N+](=O)[O-])c2C)no1 | 0.3% | i | 1% | 3% | 4% | 5% | 0.7% | 0.2% | 9%
O=C(CN1CCN(C(=O)c2ccco2)CC1)Nc1ccc(Cl)c(C(F)(F)F)c1 | -2.3% | i | 3% | 3% | 7% | 3% | 0.3% | 0.4% | -6%
CCCc1nc2oc3cc(OC)ccc3c(=O)c2c(=O)n1Cc1ccco1 | nt | i | 4% | -9% | 3% | -2% | -0.7% | -1.8% | -29%
O=Cc1cccc(OC(=O)c2ccc(Cl)cc2Cl)c1 | -0.1% | i | 19% | -3% | 13% | -2% | -0.1% | -0.8% | -2%
CCCNC(=O)C1CCN(S(=O)(=O)c2ccc(Br)cc2)CC1 | -3.1% | i | 0% | 3% | 2% | 1% | -0.5% | 2.3% | -6%
O=C(CCN1C(=O)c2ccccc2S1(=O)=O)Nc1ccccc1O | 0.2% | i | 4% | -4% | -3% | 5% | -0.4% | -1.5% | -9%
O=C(O)CSCC(=O)NCc1cccc(C(F)(F)F)c1 | -4.8% | i | 1% | -3% | 0% | -3% | -0.1% | -0.1% | -4%

# (more compounds)
molecule | XIAP displacement | Yfh1-depleted yeast | M1AAP inhibition | PhoP inhibition | P. falciparum M17LAP | SIAH1 antagonists | West Nile antiviral | CSM14.1 death rescue | human PMI inhibitors
On1nnc2ccc(C(F)(F)F)cc21 | -5.6% | i | 8% | -9% | 25% | 1% | 0.0% | nt | -14%
O=C(NCCCN1CCOCC1)c1ccc(CS(=O)(=O)c2ccc(Br)cc2)o1 | -4.5% | i | -1% | 13% | 13% | 2% | -0.2% | -1.5% | -10%
Cc1ccc(C(=O)c2oc3ccccc3c2N)cc1 | -6.2% | i | 12% | 15% | 11% | 5% | -0.2% | 1.9% | -10%
COC(=O)c1ccc(Oc2cc(C)nc(-n3nc(C)cc3C)n2)cc1 | -2.5% | i | 4% | 0% | -2% | 1% | 0.4% | -4.8% | -9%
O=[N+]([O-])c1cc(CN(CCO)CCO)ccc1O | nt | i | 7% | 0% | -1% | 3% | -0.1% | nt | nt
CSc1nc2c(cnn2-c2ccccc2)c(=O)n1N | -8.7% | i | 5% | -2% | -3% | 2% | 0.1% | 0.1% | 6%
NS(=O)(=O)c1ccc(NC(=O)/C=C/c2cccc(Cl)c2)cc1 | -5.2% | i | 8% | 0% | 1% | 3% | -0.2% | -0.7% | -2%
C=CCOc1c(Cl)cc(CNCCC)cc1Cl | -4.4% | i | 8% | 18% | -6% | 0% | -1.4% | -3.6% | 0%
CN(CC(=O)Nc1ccccc1Cl)C(=O)CSc1nc2ccccc2s1 | -3.3% | i | 2% | 19% | 14% | 13% | -1.2% | -0.6% | 4%
CCN(CC)S(=O)(=O)c1cc(NC(=O)CCCOc2ccc(C(C)=O)cc2)ccc1C | -0.1% | i | 12% | 12% | 1% | 3% | -0.7% | 2.7% | 2%
CC(=O)N(C(C)=O)c1ncnc2c1c(-c1ccc(Cl)cc1)nn2C(C)(C)C | 3.5% | i | -3% | 9% | -7% | -1% | 0.6% | -1.2% | -5%
CCc1ccc2nc3sc(C(=O)N4CCc5ccccc54)c(N)c3cc2c1 | -9.5% | i | -1% | 2% | 15% | -3% | -1.5% | -0.8% | -57%
CCn1c(SCc2ccc(C)cc2)nnc1-c1nn(-c2ccccc2)ccc1=O | -2.0% | i | 4% | 6% | 0% | -2% | -0.3% | -2.2% | 8%
NC(=S)N/N=C/c1cccc(Br)c1 | -4.6% | i | 3% | -1% | 0% | 1% | 0.8% | -2.0% | -9%
CCCCN(C(=O)c1cccc(S(=O)(=O)N2CCOCC2)c1)c1c(N)n(CCC)c(=O)[nH]c1=O | -2.3% | i | 6% | 0% | -1% | 3% | 0.4% | -1.6% | 1%
O=C(O)CCC(=O)CCC(=O)c1ccccc1 | -8.6% | i | 2% | 18% | -1% | 5% | 0.1% | -1.0% | -7%
